# HTR5A ag – HTR5A agonism, opioid heterodimer counter-screen. P47898. HTR5A agonist assay, luminescence, cell-based. activation, % at 9.3 µM. 0.61% of 340,000 active; in the data active = activation mostly above about 9.5%, no sharp cut-off; inactive = mostly below about 7.6%;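 also: 0% = cells with vehicle only and 100% = reference agonist; strong numbers were not always called active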
# Target sequence (P47898 whole entry, looked up): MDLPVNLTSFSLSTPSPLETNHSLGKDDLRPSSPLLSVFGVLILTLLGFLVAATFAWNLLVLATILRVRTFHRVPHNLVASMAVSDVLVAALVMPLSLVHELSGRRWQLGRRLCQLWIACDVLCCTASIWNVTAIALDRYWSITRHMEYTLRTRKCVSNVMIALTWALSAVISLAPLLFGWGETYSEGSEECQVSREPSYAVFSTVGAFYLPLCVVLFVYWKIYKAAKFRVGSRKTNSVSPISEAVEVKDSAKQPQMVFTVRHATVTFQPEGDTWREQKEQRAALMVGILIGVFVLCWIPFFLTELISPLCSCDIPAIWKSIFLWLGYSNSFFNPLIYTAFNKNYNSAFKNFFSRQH
# Wnt act – activators of Wnt/beta-catenin signaling | Wnt/beta-catenin reporter cell assay, activator, plate reader | activation, % at 9.35 µM | 1.2% of 300,000 active | AID 743398; in the data active = activation above about 30%, passing the limit was not always enough; inconclusive = no clear call, values can overlap the other calls;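 also: 0% = neutral control wells and 100% = positive control wells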
# PvdQ inh – P. aeruginosa PvdQ acylase inhibition. 0.063% of 340,000 active. purified PvdQ acylase, fluorescence plate reader. inhibition, % at 10 µM; in the data active = inhibition above about 30%, passing the limit was not always enough; inconclusive = no clear call, values can overlap the other calls;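 also: 0% = vehicle neutral wells and 100% = reference inhibitor wells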
# CDK5 p35 inh – CDK5/p35 (human) kinase inhibition. AID 488839. inhibition, % at 10 µM. Recombinant CDK5/p35, ADP-Glo luminescence, 60 min. 0.01% of 330,000 active. Q00535+Q15078;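 active = highest replicate inhibition of at least 50% and at least 75% of replicates reaching 50%; inconclusive = only one of the two criteria met; inactive = both criteria failed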;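 also: plate controls were DMSO neutral control for no effect and GW8510 at 10 µM for full effect; many of its hits are not listed in these tables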
# MITF act – MITF TRPM1 promoter activation in melanoma cells; SK-MEL-5 TRPM1-promoter luciferase, 24 h; % of positive control, neutral wells = 0; 0.75% of 300,000 active; AID 588334; activation, % at 12.5 µM;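 active = mean activation of at least 80% with every replicate also reaching 80%; inconclusive = mean reaches 80% but some replicate falls short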;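 also: 0% = neutral control wells and 100% = parthenolide positive control wells; values of inactives mirror those of a sister screen read the other way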
# SR-BI DiI-HDL act – activators of SR-BI mediated HDL lipid uptake; CHO ldlA[mSR-BI] cells, DiI-HDL uptake fluorescence, 3 h; 100 = double the neutral-control signal; activation, % at 12.5 µM; 0.096% of 320,000 active; AID 504775;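 active = mean replicate activation of at least 60% and every replicate at or above 60%; inconclusive = mean or all-replicate condition met, but not both; inactive = mean below 60% and not all replicates reaching 60%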;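 also: 0% = median plate neutral-control signal and 100% = twice that signal; values of inactives mirror those of a sister screen read the other way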
#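 Assay system: CHO ldlA[mSR-BI] cells, LDL receptor-null, SR-BI overexpressing; medium: Ham's F12 with 0.5% BSA, HEPES 25 mM, pH 7.4; also added: DiI-HDL 10 µg/mL; timing: 3 h uptake period with compound, 37 °C; signal: DiI fluorescence, bottom read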
# RTF Ca sens act – increases calcium sensitivity of human cardiac regulated thin filaments; P19429+P45379; IANBD-labeled TnC RTF fluorescence at EC20 calcium; 0% EC20 calcium, 100% full calcium; activation, % at 7.2 µM; 0.24% of 340,000 active; AID 493008;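 active = activation above the mean over all tested compounds plus 3 SD, cut at about 30% in these data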;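 also: rise in fluorescence read as greater calcium sensitivity of cardiac thin filaments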
# dFosB act – activators of mouse delta FosB homodimer; P13346; purified delta FosB, TAMRA-CDK5 oligo fluorescence polarization; percent of positive-control signal above neutral wells; activation, % at 25 µM; 0.99% of 340,000 active; AID 493131;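 active = mean activation above about 17%, with every replicate also reaching it, limit read from the data, passing the limit was not always enough; inconclusive = only one of the two conditions met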;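 also: fluorescence polarization rise as delta FosB binds a TAMRA Cdk5 AP-1 oligo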
# Target sequence (P13346 whole entry, looked up): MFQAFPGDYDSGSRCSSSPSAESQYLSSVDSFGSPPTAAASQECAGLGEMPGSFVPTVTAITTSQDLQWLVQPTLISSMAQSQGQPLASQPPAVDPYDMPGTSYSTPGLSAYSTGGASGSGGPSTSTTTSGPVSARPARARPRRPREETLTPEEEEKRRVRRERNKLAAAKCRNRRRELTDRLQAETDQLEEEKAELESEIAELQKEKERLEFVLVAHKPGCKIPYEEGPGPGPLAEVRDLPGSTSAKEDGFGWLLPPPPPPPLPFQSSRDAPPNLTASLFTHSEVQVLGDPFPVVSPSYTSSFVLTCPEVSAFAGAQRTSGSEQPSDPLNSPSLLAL
# SR-BI HDL uptake – inhibitors of mouse SR-BI mediated HDL lipid uptake. ldlA[mSR-BI] CHO cells, DiI-HDL uptake fluorescence, 3 h. inhibition, % at 12.5 µM. 0.96% of 320,000 active;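 active = mean replicate inhibition of at least 70% and a set share of replicates each scoring 70 or more; inconclusive = meets just one of the two criteria; inactive = fails both criteria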;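 also: 0% = median of neutral control wells and 100% = median of positive control wells; values of inactives mirror those of a sister screen read the other way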
# Rtt109 HAT inh – C. albicans Rtt109 histone acetyltransferase inhibition. Q5AAJ8. purified Rtt109/Vps75, ThioGlo CoA-SH fluorescence, 4 h. inhibition, % at 34.9 µM. 0.16% of 330,000 active;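 active = inhibition of at least 50% in every replicate; inconclusive = best replicate reaches 50% inhibition but some replicates fall short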
# Target sequence (Q5AAJ8 whole entry, looked up): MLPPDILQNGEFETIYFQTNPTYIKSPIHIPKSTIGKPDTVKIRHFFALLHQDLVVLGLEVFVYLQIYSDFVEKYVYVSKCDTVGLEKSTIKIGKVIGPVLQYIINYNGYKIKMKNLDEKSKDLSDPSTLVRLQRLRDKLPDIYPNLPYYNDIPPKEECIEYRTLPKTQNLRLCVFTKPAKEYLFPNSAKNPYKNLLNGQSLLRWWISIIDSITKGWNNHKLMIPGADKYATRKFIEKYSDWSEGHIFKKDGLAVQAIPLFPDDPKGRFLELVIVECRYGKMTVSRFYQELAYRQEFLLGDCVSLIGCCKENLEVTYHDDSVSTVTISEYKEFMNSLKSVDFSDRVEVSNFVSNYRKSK
# The depositor's hits bear a star; ? = inconclusive; / = not tested or not shown.
No.	structure	HTR5A ag	Wnt act	PvdQ inh	CDK5 p35 inh	MITF act	SR-BI DiI-HDL act	RTF Ca sens act	dFosB act	SR-BI HDL uptake	Rtt109 HAT inh
1	O=C(Nc1ccncc1)c1ccc(C(=O)Nc2ccncc2)cc1	-3	-2	12	-1.1	16	-1	3	-4	1	9
2	CN(C)c1nc2c(c(=O)[nH]c(=O)n2C)n1CCOc1ccccc1	1	-1	-8	1.1	-6	25	6	-3	-25	-1
3	O=C(NCCc1ccccc1)c1cc(-c2ccc3c(c2)OCO3)on1	-4	/	-5	0.1	17	20	8	-3	-20	-8
4	O=C(O)c1cccc(Nc2nc(-c3cccnc3)nc3ccccc23)c1	2	2	-2	-0.3	14	25	-1	-34	-25	3
5	CC(=O)Nc1ccc(N)cc1	9	1	-20	-0.4	6	7	1	0	-7	23
6	CC(C)C(=O)Nc1cccc(COc2cccc(CN(Cc3ccccc3)C(=O)OC(C)(C)C)c2)c1	4	-6	1	-0.5	6	-37	-4	-6	37	11
7	COC(=O)c1ccc(CN2C(=O)c3ccccc3S2(=O)=O)cc1	-5	/	-14	-1.4	16	9	-2	-4	-9	18
8	CCN1CCN(C(=O)c2cc(-c3cccnc3)nc3ccc(Br)cc23)CC1	-1	-2	-10	-0.7	3	-9	-1	-6	9	7
9	COC(=O)C1N[C@@H]([C@@H](NC(=O)COc2ccccc2)C(=O)Nc2ccc(OC)cc2)SC1(C)C (stereo partly drawn)	-3	-2	-16	0.2	2	-41	-4	-3	41	-7
10	Cc1ccc(S(=O)(=O)N(CC(=O)Nc2ccc(Cl)c([N+](=O)[O-])c2)C2CCCCC2)cc1	1	-19	12	2.0	-17	-22	-2	0	22	7
11	C=CCn1c(N)c(C(=O)Nc2ccc(C)cc2)sc1=S	0	/	-16	-0.7	71	11	1	7	-11	-6
12	Cn1c(=O)c([N+](=O)[O-])c(NCc2ccc3c(c2)OCO3)c2ccccc21	/	3	-3	0.8	/	3	/	-6	-3	-3
13	CC(C)c1ccc(NC(=S)N(C)CCc2ccccn2)cc1	1	0	-8	0.0	28	-11	1	0	11	-5
14	Cc1ccc(C(=O)N2CCN3C(=O)c4ccccc4C23c2ccccc2)cc1 (stereo not drawn)	0	0	-13	1.0	3	25	-3	-2	-25	-4
15	O=C1CN(C(=O)COC(=O)c2ccc(C(F)(F)F)cc2)c2ccccc2N1	-14	-1	-6	0.1	9	12	3	3	-12	-1
16	CN(C)c1ccc(C(O)P(=O)(OC2CCCCC2)OC2CCCCC2)cc1 (stereo not drawn)	-4	0	-9	-0.8	/	7	2	-6	-7	3
17	Cc1cc(=O)[nH]c2c(C)cc(S(=O)(=O)N3CCCCC3)cc12	3	0	-7	1.2	1	2	2	-1	-2	0
18	O=C(CN1CCC(NC(=O)Nc2ccccc2)CC1)Nc1ccc([N+](=O)[O-])cc1	2	0	-11	-1.9	9	49	0	-2	-49	7
19	COc1ccc(NC(=O)CN2CCN(CC(=O)Nc3ccc(F)cc3)CC2)cc1Cl	-3	-4	-4	-1.1	-2	-8	-5	-2	8	2
20	O=S(=O)(Nc1ccccc1F)c1ccc(Cl)nc1	5	-3	-6	0.6	0	18	-1	0	-18	2

# (cont.)
No.	structure	HTR5A ag	Wnt act	PvdQ inh	CDK5 p35 inh	MITF act	SR-BI DiI-HDL act	RTF Ca sens act	dFosB act	SR-BI HDL uptake	Rtt109 HAT inh
21	COC(=O)C1(C)NC(c2ccc(C)cc2)C2C(=O)N(c3ccc(F)cc3)C(=O)C21 (stereo not drawn)	-2	2	-18	2.4	-3	42	20	-13	-42	0
22	CCc1ccc(NC(=O)CN(c2ccc3c(c2)OCO3)S(=O)(=O)c2c(C)noc2C)cc1	5	-3	-1	-1.1	0	6	-7	?	-6	0
23	CCn1c(SC(C)C(=O)Nc2ccc(N3CCOCC3)cc2)nnc1-c1ccco1 (stereo not drawn)	0	-4	-2	-0.5	-7	5	4	-11	-5	1
24	O=C(O)C1CCCCC1C(=O)NCCCc1ccccc1 (stereo not drawn)	4	/	-6	0.2	6	28	-4	1	-28	2
25	Cc1nc2ccccc2c(=O)n1-c1ccc(NS(=O)(=O)c2cc(F)ccc2F)cc1	8	3	4	1.4	11	0	-8	-17	0	1
26	Cc1cc(C)cc(NC(=O)c2cccn2-c2ncc(C(F)(F)F)cc2Cl)c1	6	/	-12	-1.3	6	-26	0	-1	26	14
27	Cc1cc(OC(C)C(=O)NCCCN2CCCC2=O)c2c(C)c(C)c(=O)oc2c1 (stereo not drawn)	2	0	-19	/	-5	-12	1	-6	12	2
28	COc1cc(OC)cc(-c2sc3ccc(OC)cc3c2C#CC2(N)CCCCC2)c1	4	1	-14	1.3	2	-28	6	-21	28	0
29	Cc1ccc(S(=O)(=O)NC2c3cccc4cccc(c34)C2Sc2nncn2C)cc1 (stereo not drawn)	-4	-4	-6	2.7	-3	15	0	-1	-15	8
30	O=C(/C=C/c1ccc(Cl)cc1)NCCCn1ccnc1	-1	/	-12	0.5	2	2	-5	-15	-2	-4
31	CCN1C(=NCc2ccc(OC)cc2)N[C@@H](CCc2ccccc2)[C@H](C(=O)NCc2ccc(OC)cc2)[C@H]1C	5	/	-15	0.6	-5	-10	1	-8	10	5
32	CC(=O)Nc1ccc(N2CCN(Cc3ccccc3)CC2)cc1	0	2	-5	-0.5	-5	-3	-9	2	3	1
33	C=CCN(C)CC/C=C1\c2ccccc2CSc2ccccc21	-3	/	-10	0.5	2	-14	-3	3	14	17
34	Cc1cc(NC(=O)Cn2cnc3c(cnn3C(C)(C)C)c2=O)no1	-1	/	-3	0.6	-17	9	-6	0	-9	-2
35	CCN(C(=O)COC(=O)c1cccc(S(=O)(=O)N(C)C)c1)c1c(N)n(Cc2ccccc2)c(=O)[nH]c1=O	4	-4	-8	1.2	4	-4	3	-4	4	-3
36	Cc1ccc(Oc2ccc(NS(=O)(=O)c3cccc(C(=O)O)c3)cc2)cc1	3	1	12	1.0	-7	14	4	-1	-14	2
37	O=c1[nH]c(=O)n(Cc2ccco2)c2c1C(C(F)(F)F)(C(F)(F)F)N=C(c1ccco1)N2	0	/	-5	-1.2	6	-12	2	-6	12	-4
38	Cc1ccc(-c2n[nH]c(=O)c3ccccc23)cc1S(=O)(=O)NC(C)(C)C	-2	1	-16	-2.0	2	-7	6	-5	7	-4
39	CCOC(=O)C1=C(CS(=O)(=O)c2ccc(C)cc2)NC(=O)NC1c1cc(OC)c(O)c(OC)c1 (stereo not drawn)	-1	3	-15	-1.6	-5	23	-1	-5	-23	4
40	O=c1cc2c(nn1Cc1ccccc1)-c1ccccc1CC2	1	2	6	-1.2	15	19	-1	-1	-19	17

# Sorted by the number under PvdQ inh (descending): 3 from the list above
no. | structure | PvdQ inh
25 | Cc1nc2ccccc2c(=O)n1-c1ccc(NS(=O)(=O)c2cc(F)ccc2F)cc1 | 4
29 | Cc1ccc(S(=O)(=O)NC2c3cccc4cccc(c34)C2Sc2nncn2C)cc1 (stereo not drawn) | -6
21 | COC(=O)C1(C)NC(c2ccc(C)cc2)C2C(=O)N(c3ccc(F)cc3)C(=O)C21 (stereo not drawn) | -18

# New compounds follow.
No.	structure	HTR5A ag	Wnt act	PvdQ inh	CDK5 p35 inh	MITF act	SR-BI DiI-HDL act	RTF Ca sens act	dFosB act	SR-BI HDL uptake	Rtt109 HAT inh
41	O=C1CNC(=S)N1C(CO)c1ccccc1 (stereo not drawn)	-1	4	-10	0.8	10	0	-5	0	0	6
42	Cc1n[nH]c(C)c1CN(C)C(=O)C1CCC(=O)N(CCc2cccc(F)c2)C1 (stereo not drawn)	1	2	4	0.4	-3	11	-4	-2	-11	9
43	Cc1cc(C)c(OCC(O)CN2CCN(c3ccccn3)CC2)c(C)c1 (stereo not drawn)	-2	1	-15	-1.3	41	4	1	-7	-4	-5
44	COc1ccc(CCNC2CC(C)N(C)CC2C)cc1OC (stereo not drawn)	-4	/	-19	-0.7	13	34	4	1	-34	-23
45	O=C(c1ccco1)N1CCN(C(=O)c2oc(=O)c3ccccc3c2-c2ccccc2)CC1	5	-2	-7	-0.3	/	-27	6	-5	27	-1
46	CCOc1ccc2[nH]c3nc(SCC(=O)NC4CCCC4)nnc3c2c1	-1	-2	-16	3.3	-11	15	8	12	-15	-21
47	CCOc1ccccc1NC(=O)COC(=O)c1cc(C(=O)OC)cc([N+](=O)[O-])c1	2	7	-16	1.1	-6	2	-6	-7	-2	17
48	O=C(NCCCN1CCOCC1)c1cc(Cl)ccc1Cl	2	2	-15	-1.1	/	-9	0	-2	9	-3
49	COc1ccc(/C=C\C(=O)CC(O)(c2ccccc2)C(F)(F)F)cc1 (stereo not drawn)	-7	5	-3	0.9	-11	-1	-1	-9	1	11
50	COc1ccccc1NS(=O)(=O)c1cc([N+](=O)[O-])ccc1N/N=C/c1sc(N2CCOCC2)nc1-c1ccccc1	-2	-4	19	0.3	-5	-41	12	-8	41	4
51	O=c1c2ccccc2c(C=Nc2ccc(S(=O)(=O)N3CCCCC3)cc2)c(O)n1-c1ccc(Cl)cn1	6	4	6	-2.4	-1	-22	6	0	22	9
52	O=C1/C(=C/c2ccncc2)CCC/C1=C\c1ccncc1	-3	-25	-7	1.9	-97	43	4	-1	-43	9
53	COC(=O)c1cccc(NC(N)=S)c1	6	-1	-4	-0.1	-4	11	0	5	-11	2
54	CCNC(=S)N(Cc1ccco1)Cc1cc2cc3c(cc2[nH]c1=O)OCCO3	-2	/	-7	-2.3	-1	3	1	5	-3	-2
55	CC(C)(C)NC(=O)C(OC(=O)c1ccco1)c1ccc(Cl)cc1 (stereo not drawn)	3	1	-9	1.1	/	-8	-2	1	8	1
56	Cc1cc2c(c(C)c1CCO)C(=O)[C@H](C)C2	1	9	3	2.7	/	15	-1	-2	-15	12
57	COc1ccc(N2CCN(S(=O)(=O)CCNC(=O)c3ccc4c(c3)OCO4)CC2)cc1	-3	-1	-7	1.2	2	19	-3	9	-19	6
58	COC(=O)c1cnc(Oc2ccc(NC(=O)NC(=O)c3c(F)cccc3F)cc2)cc1C(F)(F)F	7	0	-14	-0.5	-13	-40	11	-1	40	-4
59	CC1=NN(c2ccc([N+](=O)[O-])cc2)C(=O)C1	1	/	6	1.1	10	-5	-6	7	5	-7
60	O=[N+]([O-])c1cc2oc3c(c2c(C=NCc2ccccc2)c1O)CCCC3	8	/	-7	2.0	-14	-33	-5	-11	33	4

# (listing goes on)
No.	structure	HTR5A ag	Wnt act	PvdQ inh	CDK5 p35 inh	MITF act	SR-BI DiI-HDL act	RTF Ca sens act	dFosB act	SR-BI HDL uptake	Rtt109 HAT inh
61	O=C(N/N=C/C1CCCCC1)c1ccccc1-n1cccc1	4	1	-2	0.3	-18	21	0	5	-21	8
62	O=C(CSc1nccn1Cc1ccc(F)cc1)Nc1ccc(F)cc1F	8	-1	20	1.0	5	14	-3	-14	-14	-5
63	Cc1ccc(-c2cc(C)nc3nc(N)nn23)cc1	-2	/	2	0.8	0	-3	-3	-3	3	13
64	Cc1ccc(Cl)cc1N1CCN(S(=O)(=O)c2ccc3c(c2)oc(=O)n3C)CC1	-2	-4	-2	-0.5	/	-16	-3	2	16	-3
